ALOX12 inh = blocks human arachidonate 12S-lipoxygenase | AID 1671190 | purified 12hLO, xylenol orange hydroperoxide absorbance | 580,000 tested, 1.1% active | P18054 | Potency, µM (doses to about 108 µM), for inactives: at the top dose activity change, negative = inhibition, hits mostly inhibitors; active = well fitted inhibition curve with a large enough effect; inconclusive = small, poorly fitted or top-dose-only effect, or another doubt; inactive = no such curve, though single readings can be large or run the other way
Target sequence (P18054 whole entry, looked up): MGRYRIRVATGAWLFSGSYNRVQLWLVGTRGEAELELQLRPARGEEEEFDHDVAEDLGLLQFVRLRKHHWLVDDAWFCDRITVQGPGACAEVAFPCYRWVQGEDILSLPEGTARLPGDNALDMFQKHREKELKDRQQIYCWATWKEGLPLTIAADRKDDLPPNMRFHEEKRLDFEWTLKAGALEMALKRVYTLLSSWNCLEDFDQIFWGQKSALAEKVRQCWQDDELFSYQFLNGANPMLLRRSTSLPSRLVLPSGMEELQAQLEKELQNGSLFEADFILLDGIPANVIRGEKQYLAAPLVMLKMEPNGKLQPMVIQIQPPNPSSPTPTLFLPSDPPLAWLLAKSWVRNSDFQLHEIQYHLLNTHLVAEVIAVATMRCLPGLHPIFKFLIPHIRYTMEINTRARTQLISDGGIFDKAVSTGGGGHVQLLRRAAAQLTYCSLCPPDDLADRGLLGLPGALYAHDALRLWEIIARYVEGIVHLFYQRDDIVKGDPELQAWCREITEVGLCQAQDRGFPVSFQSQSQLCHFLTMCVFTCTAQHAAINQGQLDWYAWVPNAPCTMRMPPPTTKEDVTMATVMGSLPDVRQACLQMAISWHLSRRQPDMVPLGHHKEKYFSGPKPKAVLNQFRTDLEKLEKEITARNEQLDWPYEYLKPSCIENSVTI
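Purified human 12hLO at 150 nM in 25 mM Hepes, 0.01% Triton X-100, pH 7.0, preincubated 15 min at room temperature with compound. Reaction started with 40 uM arachidonic acid, 30 min at room temperature. Hydroperoxide measured by Fe-xylenol orange, 573/405 nm absorbance ratio.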
* hit, by the source's call; ? = inconclusive; [ ] = dose if it differs, or a comment. % is scaled to controls: 0 for no effect and ±100 for the full control effect; potency is read from the fitted curve at half-maximal effect.

ALOX12 inh,molecule
-7%,C[C@@H]1CN(C(=O)Cc2cn3ccsc3n2)CC[C@@]1(O)C1CCOCC1
?,O=C(O)CNC1Cc2ccccc2C1
?,N#C/C(=C(/N)Sc1ccc(N)cc1)c1ccccc1C(F)(F)F
19%,COc1cccc(NC(=O)N2CCOC(CN(CC(C)C)C(=O)c3cccc(OC)c3)C2)c1 (stereo unspecified)
12%,COC(=O)[C@H](CC(C)C)N1Cc2nnn(Cc3ccccc3)c2-c2cc(F)ccc2S1(=O)=O
24%,CNC(=O)[C@@H]1CN(C(=O)Cc2ccccc2Br)C[C@H]1CO
2%,CCc1nnc(CSc2nnc(Nc3ccc(C(C)C)cc3)s2)o1
17%,O=C(NCCc1ccc(Cl)cc1)c1nc(-c2ccccc2)c2ccccn12

Remaining list, next part:
ALOX12 inh,molecule
?,Cc1ccc(CN2CCc3nc(C(=O)Nc4ccc(Cl)cc4)oc3CC2)cc1
28%,COCCC(=O)NCCC1CCN(C(=O)Nc2ccccc2F)CC1
37%[activator],O=C(CCc1ccccc1)Nc1ccc(Cl)cc1C(F)(F)F
-7%,CCc1cccc(NC(=O)Cn2c(=O)c(-c3noc(CC)n3)c3n(c2=O)CCCC3)c1
?,S=C(NCc1ccc(Cl)cc1)C1CCCCC1
-6%,CC(C)Oc1ccc(C(CC(=O)O)NC(=O)c2ccccc2Cl)cc1 (stereo unspecified)
-25%,CCOc1ncccc1Cn1cc(-c2cncnc2)nn1
-21%,CC(N(C)C(=O)CCc1ccco1)C(C)(C)C (stereo unspecified)

Other entries.
ALOX12 inh,molecule
31%,COc1cccc(C(=O)NC2CCc3nnc(C4CC4)n3CC2)c1C (stereo unspecified)
28µM*,N#Cc1ccc(CCC(=O)O)cc1
14%,COCCNC(=O)[C@@H]1C[C@@H](O)CN1C1CCN(C(=O)c2sccc2C)CC1
26%,COCCn1ncc(N2CCCC(CC(=O)NCCc3ccccn3)C2)cc1=O (stereo unspecified)
88%[activator],CCCn1c(C)cnc1CCNS(=O)(=O)CCC
52%[activator],Cc1cccc(C(C)C)c1NC(=O)CN1CCC(C(N)=O)(N2CCCCC2)CC1
13%,CC(C)NC(=O)CSc1nc(-c2ccccc2)[nH]c1S(=O)(=O)c1ccccc1
-29%,Cc1c(C(=O)N2CCc3ccccc3C2)nnn1-c1ccc(Br)cc1

Pulled by compound from above (7):
ALOX12 inh,molecule
14%,COCCNC(=O)[C@@H]1C[C@@H](O)CN1C1CCN(C(=O)c2sccc2C)CC1
28µM*,N#Cc1ccc(CCC(=O)O)cc1
13%,CC(C)NC(=O)CSc1nc(-c2ccccc2)[nH]c1S(=O)(=O)c1ccccc1
31%,COc1cccc(C(=O)NC2CCc3nnc(C4CC4)n3CC2)c1C (stereo unspecified)
-29%,Cc1c(C(=O)N2CCc3ccccc3C2)nnn1-c1ccc(Br)cc1
26%,COCCn1ncc(N2CCCC(CC(=O)NCCc3ccccn3)C2)cc1=O (stereo unspecified)
88%[activator],CCCn1c(C)cnc1CCNS(=O)(=O)CCC

The listing continues:
ALOX12 inh,molecule
23%,CCOC(=O)c1cccc(NC(=O)N2CC[C@@H](CC(=O)NCc3ccc(F)cc3)[C@@H](CC)C2)c1
27%,CCOc1ccc(Oc2ccc(NC(=O)c3ccc4c(c3)NC(=O)CS4)cc2)cc1
18%,c1cnn(CCC2CCN(c3ncncn3)CC2)c1
26%,Cc1ccc(C(=O)N2CCCCCCNC(=O)[C@@H]3CCCC[C@@H]32)cn1
18%,CCC(=O)Oc1ccc2c(=O)c(-c3nc4ccccc4s3)c(C)oc2c1
40%[activator][176 µM],CC(C)N1C[C@@H]2C[C@H]1C(=O)N(CC1CC1)c1ccccc1O2
7%,CONC(=O)c1cccc(C#N)c1
10%,CN(C)C(C(=O)N1CCC(F)(F)CC1)c1ccccc1F (stereo unspecified)

Arranged by value in ALOX12 inh (high to low): five of the compounds above.
Structure	ALOX12 inh
CCOc1ccc(Oc2ccc(NC(=O)c3ccc4c(c3)NC(=O)CS4)cc2)cc1	27%
CCOC(=O)c1cccc(NC(=O)N2CC[C@@H](CC(=O)NCc3ccc(F)cc3)[C@@H](CC)C2)c1	23%
CCC(=O)Oc1ccc2c(=O)c(-c3nc4ccccc4s3)c(C)oc2c1	18%
CN(C)C(C(=O)N1CCC(F)(F)CC1)c1ccccc1F (stereo unspecified)	10%
CONC(=O)c1cccc(C#N)c1	7%

Next section:
ALOX12 inh,molecule
-1%,COc1ccccc1C(=O)Nc1ccc([C@@H](O)[C@H]2COCC(=O)N2Cc2ccc(F)cc2)cc1
-31%[176 µM],COc1cccc(-c2cc(-c3ccc(OC)nc3)c3cncn3c2)c1
?,O=c1c2ccc(Cl)cc2nc2n1CC/C2=C/c1cccc(O)c1
50%[activator],O=C(c1ccncc1)N1CCC2(CC1)CC(N1CCCCC1)CCO2 (stereo unspecified)
?,COc1ccc(S(=O)(=O)N(CC(=O)NC2CCCCCC2)c2ccc(C)cc2)cc1OC
5%[176 µM],O=C(O)C[C@@H]1CCN(C(=O)C2CCCCC2)C[C@@H]1CCN1CCC(C(=O)O)CC1
?,CCOc1cccc(CNCC2CCCO2)c1 (stereo unspecified)
6%,Cc1ccc(-c2nnc(C3CN(C(=O)C4(c5ccccc5)CC4)CC34CCOCC4)o2)cc1 (stereo unspecified)

(list continues)
ALOX12 inh,molecule
8%,COc1ccc(-c2ccc3nc(-c4cc(F)cc(F)c4F)oc3c2)c(OC)c1OC
-22%,CN1CCN(C(=O)c2ccc(CNC(=O)c3cc4cc(F)ccc4[nH]3)cc2)CC1
29%,Cc1cnc(N2CC[C@](C)(O)[C@@H](O)C2)nc1N(C)C
-9%,Cn1c(SCC(=O)Nc2sccc2C#N)nnc1-c1ccc(Cl)cc1
3%,CC1(C)C(c2ccccc2)[N+](=O)C(c2ccccc2)=C(c2ccccc2)N1[O-] (stereo unspecified)
44%,c1ccc(Oc2cccc(-c3nc4ccccc4s3)c2)cc1
-6%,CC(C#N)OC(=O)c1cc(C(C)C)nc2ccccc12 (stereo unspecified)
17%,CCn1cc(S(=O)(=O)N2CCOc3ccc(CCC(=O)NCC4CC4)cc3C2)cn1

More entries follow:
ALOX12 inh,molecule
25µM*,CCOc1ccccc1CN1CCC2(CCN(C(=O)Nc3ccccc3)CC2)Oc2ccccc21
36%[activator],COc1cccc(C(=O)N2CCC(N3C[C@H](O)C[C@H]3C(=O)Nc3cccc(C)c3)CC2)c1
38%[activator],C=C(C)/C=C1/CN(Cc2ccc3c(c2)OCO3)C(=N)N1C(=O)OCc1ccccc1
4%,Cc1ccc(CNC(=O)Nc2cccc(-c3ccc(N4CCOCC4)nn3)c2)cc1
?,O=C(Cc1n[nH]c(=O)c2ccccc12)Nc1cccc2ccccc12
21%,CCOC(=O)CSc1nc(N)c2c3c(sc2n1)CCCC3C (stereo unspecified)
-22%,COP(=O)(OC)c1nc(-c2ccc([N+](=O)[O-])cc2)oc1NCc1ccccc1
9%,CCc1nc(-c2ccc(OC3CCN(S(=O)(=O)Cc4ccccc4)C3)cc2)no1 (stereo unspecified)

More records.
ALOX12 inh,molecule
0%,CCCCn1nnnc1C(c1cc2ccccc2o1)N1CCN(c2cc(C)nc3ccccc23)CC1 (stereo unspecified)
12%,CC1(c2ccccc2)N(Cc2cccnc2)C(=O)OC12CCN(C(=O)Cc1ccc(Cl)cc1)CC2 (stereo unspecified)
?,Cc1ccc(S(=O)(=O)NC(C)C(=O)OCc2coc(-c3cccs3)n2)cc1 (stereo unspecified)
?,CN1CC(=O)N(C2CCCNCC2)Cc2c(NCc3ccccc3F)ncnc21 (stereo unspecified)
?,CSCC[C@@H]1NC(=O)c2cc(NC(=O)c3n[nH]c4c3CCCC4)ccc2NC1=O
?,NC(CO)(CO)CCc1ccc(Sc2cccc(OCc3ccccc3)c2)cc1Cl
?,O=C(Oc1c(Sc2ccc(Cl)cc2)c(=O)oc2ccccc12)c1ccccc1
-1%,CCN(CC)S(=O)(=O)c1ccc(NC(=O)COc2ccc3c(C)cc(=O)oc3c2)cc1

(next part)
ALOX12 inh,molecule
4%,FC(F)(F)c1ccc2nnc(-c3cc(Br)ccc3OCc3ccccc3)n2c1
76%[activator],CN1CCCN(C(=O)CCC[C@@H]2[C@H]3CCCN4CCC[C@@H](CN2Cc2cccnc2)[C@@H]34)CC1
-21%,COc1cccc(/C=C(\C#N)c2nc3ccccc3[nH]2)c1
43%[activator],CC(C)(C)c1cc(C(F)(F)F)[nH]n1
24%,Cc1cc2nc3n(c(=O)c2n1CC(=O)NCc1ccc(F)cc1)CCCCC3
-7%,COc1cccc(-c2nnnn2[C@H]2CO[C@H]3[C@@H]2OC[C@@H]3NC(=O)CC2(CC(=O)O)CCCC2)c1
-11%,COc1ccc2[nH]cc(CCNc3ncnc4ccc(-c5ccoc5)cc34)c2c1
28%[176 µM],O[C@@H]1C[C@@H](c2nc(-c3ccncc3)no2)N(Cc2ccccc2)C1

The results go on:
ALOX12 inh,molecule
-16%,Cc1c(Cl)cccc1N1CC(c2nc3ccccc3n2C(C)C)CC1=O (stereo unspecified)
12%,CN(C)C[C@@H]1CN(S(C)(=O)=O)C[C@H]1NC(=O)CCc1nc2ccccc2[nH]1
?,CSCC(=O)N[C@H]1CCN2C(=O)c3cc(-c4ccc(Cl)cc4)ccc3NC(=O)[C@H]12
5%,CCOc1ccc2c(n1)CCN(C(=O)CCc1ccccc1)C2
48%[activator],COCC1CN(C2CCC2)CC12CCN(Cc1cccc(OC)c1OC)CC2 (stereo unspecified)
9%,COc1ccc(CN2CCOc3ccc(C(=O)NCc4ccc(C)cc4)cc3C2)cc1OC
-14%,Cc1ccc(NC(=O)c2csc3c2CCCCC3)cc1C
11%,Cc1ccc(C(=O)NCC(=O)NCCc2c[nH]c3ccccc23)cc1

The results go on.
ALOX12 inh,molecule
19%,COc1ccc(CN2CC(OCc3cccnc3)CN(C(=O)c3ccccn3)CC2=O)cc1 (stereo unspecified)
35%,CC(CCc1ccccc1)NC(=O)CC[C@H]1NC(=O)c2ccccc2NC1=O (stereo partly specified)
60%[activator][176 µM],Cn1cccc1CN[C@H]1[C@H](O)[C@@H](N2CCCC2)[C@@H]2OC[C@H]1O2
0%[6.33 µM],C#CCNC(=O)c1nc(-c2ccc([S+](C)(=O)[O-])cc2)c2ccccn12
25%,CNCc1cn(C2CCN(Cc3c(OC)ccc(F)c3F)CC2)nn1
-55%,O=C(c1ccc2[nH]ccc2c1)N1CCN(Cc2ccccc2)CC1
-23%,Cc1cccc(NC(NC(=O)c2cccc(Cl)c2)C(Cl)(Cl)Cl)c1 (stereo unspecified)
-3%,O=C1NC(Cc2ccccc2)c2nc3ccc(Br)cc3c(=O)n2-c2cc(Cl)ccc21 (stereo unspecified)

(listing goes on)
ALOX12 inh,molecule
20%,O=C(c1ccc(F)c(Cl)c1)N1CCCC2(C1)NC(=O)N(Cc1ccccc1)C2=O (stereo unspecified)
17%,Fc1cccc(/C=C/c2nc3cc(-c4ccccc4)ccc3o2)c1
?,COc1ccc(OC)c(S(=O)(=O)n2nc(C)c(S(=O)(=O)N(C)c3ccccc3)c2C)c1
64%[activator],Cc1noc(-c2cccn3c(CNC(=O)c4cccc(F)c4)nnc23)n1
26%,CC(=O)NC1(C(F)(F)F)C(=O)N(Cc2ccccc2)C(C)=C1C(=O)c1ccccc1 (stereo unspecified)
21%[176 µM],COc1ccc(-c2cnc([C@@H]3COCCN3Cc3nc4ccccc4n3C)[nH]2)cc1
32%,O=C1NCCCCCCN(C(=O)COc2ccc(F)cc2)[C@H]2CCC[C@@H]12
20%,O=C(c1cccc(OC(F)(F)F)c1)N1CCC2(CC1)CC(O)CCO2 (stereo unspecified)

Next entries:
ALOX12 inh,molecule
55%[activator],COc1ccc(-c2noc(-c3nnn4c3COC(c3ccc(C)cc3C)C4)n2)cc1F (stereo unspecified)
14%,O=C(NC1CCN(c2cc(-c3cccs3)[nH]n2)C1)c1ccncc1 (stereo unspecified)
32%[activator],CCc1nc(CN2CCN(Cc3ccc(C)o3)C(CCO)C2)c(C)[nH]1 (stereo unspecified)
36%,CCCn1c(C)cnc1C1CCN(S(C)(=O)=O)C1 (stereo unspecified)
?,CCC1CCc2sc(C(=O)NCc3csc(-c4cccc(C)c4)n3)cc2C1 (stereo unspecified)
33%[activator],Cc1ccc(C(=O)N2CCN(c3nnc4cccc(C)n34)CC2)cc1C
49%[activator],Cc1ccc(S(=O)(=O)N2CCN(C)C3(CCC(=O)N(C)CC3)C2)cc1F (stereo unspecified)
14%,CSc1ncccc1C(=O)NCC1Cc2cc(-c3cnccn3)cc(Cl)c2O1 (stereo unspecified)

Following part:
ALOX12 inh,molecule
15%,Cc1ccc(C(=O)N2CCc3sc(C(=O)NCc4ccc(F)cc4)cc3C2)cc1
12%,Cc1ccc(F)cc1S(=O)(=O)N1CCC(n2cnnc2C2CC2)CC1
?,COc1cccc(Oc2coc3cc(OCc4ccccc4F)ccc3c2=O)c1
0%,CCN(C)Cc1nc(C2CCOCC2)nn1CC1COCCO1 (stereo unspecified)
24%,Cc1noc(C2CC3(CCN(C(=O)c4nccn4C)CC3)CN2C)n1 (stereo unspecified)
?,COc1ccccc1N1CCN([C@@H]2[C@H](O)[C@H](CO)O[C@@H]2CNCc2cccc(Cl)c2)CC1
0%,Cc1ccc(C(=O)NC(C)C)cc1
-2%[6.33 µM],O=C(C1CCc2nnc(-c3ccc(Cl)nc3)n21)N1CCOCC1 (stereo unspecified)
-1%[6.33 µM],O=C1Nc2ccccc2C12CCN(S(=O)(=O)c1cccc(C(F)(F)F)c1)CC2

3 entries out of the list, sorted by length of the SMILES, rising:
ALOX12 inh,molecule
0%,CCN(C)Cc1nc(C2CCOCC2)nn1CC1COCCO1 (stereo unspecified)
24%,Cc1noc(C2CC3(CCN(C(=O)c4nccn4C)CC3)CN2C)n1 (stereo unspecified)
-1%[6.33 µM],O=C1Nc2ccccc2C12CCN(S(=O)(=O)c1cccc(C(F)(F)F)c1)CC2

Some of the compounds tested (hit frequency here may not be typical).
